EPAC2 ag = agonists of human EPAC2 (RAPGEF4) | 0.079% of 360,000 active | Potency, µM (doses to about 154 µM), for inactives: top-dose activation, actives largely listed as activators | EPAC2 activation, biochemical qHTS; response scale: 100% = 6.5 mM cAMP response; further: potency means the concentration at half of the fitted maximal effect; nearly all actives have a fitted effect of over 50% in size
Target sequence (Q8WZA2 whole entry, looked up): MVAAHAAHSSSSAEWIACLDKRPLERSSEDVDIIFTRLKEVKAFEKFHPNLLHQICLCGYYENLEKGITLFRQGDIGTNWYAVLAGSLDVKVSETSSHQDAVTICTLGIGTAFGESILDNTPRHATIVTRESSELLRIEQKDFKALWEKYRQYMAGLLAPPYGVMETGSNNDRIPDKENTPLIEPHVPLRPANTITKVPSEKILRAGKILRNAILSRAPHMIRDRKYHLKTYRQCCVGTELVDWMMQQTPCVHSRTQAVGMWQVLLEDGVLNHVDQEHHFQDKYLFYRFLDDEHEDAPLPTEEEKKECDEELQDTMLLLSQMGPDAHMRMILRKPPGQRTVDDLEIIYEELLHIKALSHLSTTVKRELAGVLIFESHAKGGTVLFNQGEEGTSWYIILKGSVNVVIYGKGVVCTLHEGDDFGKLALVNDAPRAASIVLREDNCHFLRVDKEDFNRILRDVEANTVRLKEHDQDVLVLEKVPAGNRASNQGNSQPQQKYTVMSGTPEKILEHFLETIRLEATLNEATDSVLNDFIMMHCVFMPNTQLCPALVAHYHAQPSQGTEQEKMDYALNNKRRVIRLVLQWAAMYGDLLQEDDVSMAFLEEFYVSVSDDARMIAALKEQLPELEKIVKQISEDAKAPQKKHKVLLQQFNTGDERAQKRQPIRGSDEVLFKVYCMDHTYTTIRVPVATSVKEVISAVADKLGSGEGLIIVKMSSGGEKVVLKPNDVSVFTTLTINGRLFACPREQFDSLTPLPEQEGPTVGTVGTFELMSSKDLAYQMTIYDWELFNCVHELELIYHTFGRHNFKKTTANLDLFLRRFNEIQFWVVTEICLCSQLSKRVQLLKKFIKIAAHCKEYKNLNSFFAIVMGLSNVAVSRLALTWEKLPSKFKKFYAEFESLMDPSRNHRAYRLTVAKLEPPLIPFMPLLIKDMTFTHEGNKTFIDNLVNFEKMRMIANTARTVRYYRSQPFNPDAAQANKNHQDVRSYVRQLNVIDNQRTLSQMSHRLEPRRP
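Each well held 100 nM EPAC2, 250 nM RAP1B-BODIPY-GDP and 50 uM GDP. Fluorescence, read at 5-min intervals to 30 min, was referenced to a 6.5 mM cAMP positive control.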
Akt phos inh = Akt phosphorylation inhibition; Neuro2A IGF-stimulated pAkt S473 HTRF, 20 min; stronger effect = lower value; activity change, % for hits at 50 µM; 0.32% of 360,000 active; in the data active means activity change below about -80%; inconclusive means mostly about -51% to -80%; further: on the % scale 0 is the no-effect control and ±100 the full control effect
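Neuro2A cells in DMEM with 0.5% FBS, overnight at 37 deg C, given compound at single 50 µM final, then IGF (6 nM final) for 20 min at 37 deg C. Lysed; phospho-Akt Ser473 by HTRF after 24 h, 665/615 ratio.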
A549 tox = counter-screen for Nrf2 inhibitors: cytotoxicity in A549 cells. 0.16% of 390,000 active. Potency, µM (top dose mostly 46 µM), for the others: at the top dose activity change, negative = cytotoxicity, actives largely listed as inhibitors. A549 ARE-Fluc cells, CellTiter-Fluor viability, 18-24 h; further: potency means the concentration at half of the fitted maximal effect; on the % scale 0 is the no-effect control and ±100 the full control effect
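A549 ARE-Fluc cells in 5% FBS OPTI-MEM, 5000 cells/well, rested 2 h then exposed to compounds in concentration-response for 18-24 h at 37 °C. Viability by CellTiter-Fluor fluorescence (Ex 405/Em 525) after 30 min; luciferase luminescence (BugLite, 15 min, RT) read afterwards.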
Nrf2 activator = activators of Nrf2 (ARE) signaling; AREc32 ARE-luciferase reporter (MCF7-derived line), luminescence, 24 h; Potency, µM (series often up to 46.1 µM), inactives show at the highest dose activation, actives largely listed as activators; 0.31% of 410,000 active; AID 624171; further: potency means the concentration at half of the fitted maximal effect; % of control where 0% means no effect; nearly all actives have a fitted effect of over 65% in size
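Luminescent ARE reporter assay in AREc32_Fluc cells: overnight plating at 37 deg C, 24 hr compound incubation, Steady-Glo added, 30 min RT before reading.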
TGFb SMAD3 inh = inhibitors of TGF-b signaling; 1.2% of 410,000 active; AID 588855; Potency, µM (top dose mostly 46.1 µM), inactives show at the highest dose activity, negative = inhibition, hits mostly inhibitors; HepG2 CAGA-GFP TGF-b/SMAD3 reporter, GFP fluorescence, 18 h; TGF-beta stimulated, 500 pg/mL final; further: potency means the concentration at half of the fitted maximal effect; on the % scale 0 is the no-effect control and ±100 the full control effect; nearly all actives have a fitted effect of over 65% in size
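HEPG2 CAGA-GFP reporter cells (1000/well, DMEM with 1% FBS) received compounds, then recombinant TGF-beta at 500 pg/mL final for 18 hours at 37 degrees C. Per-cell GFP summed per well was normalised to unstimulated and stimulated DMSO controls before curve fitting.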
CCT modulator = cytosolic chaperonin activity modulation; purified chaperonin ATPase assay, HTRF ADP detection, 30 min; activity change, % (no concentration beside the values), hits read low; AID 651819; 0.3% of 360,000 active; in the data active means activity change below about -30%; further: on the % scale 0 is the no-effect control and ±100 the full control effect
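ATPase activity: ADP formed was measured by HTRF Transcreener (665/615 nm ratio) after 30 min at 37 deg C with 10 uM ATP. Compounds screened at one 76 uM concentration against 40 or 20 nM TRiC in Tris pH 7.4/KCl/MgCl2/DTT buffer.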
Nrf2 block = inhibitors of Nrf2 signaling; A549 ARE-Fluc reporter, luciferase luminescence, 18-24 h; Potency, µM (highest dose often 46 µM), for the others: at the top dose activity change, negative = inhibition, usual class: inhibitors; 2.1% of 360,000 active; further: potency means the concentration at half of the fitted maximal effect; on the % scale 0 is the no-effect control and ±100 the full control effect; nearly all actives have a fitted effect of over 60% in size
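Two sequential reads on A549 ARE_Fluc cells exposed to compound for 18-24 h: a CellTiter-Fluor fluorescence read for viability, then a luciferase luminescence read for Nrf2/ARE activity.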
MmCpn inh = inhibitors of Methanococcus maripaludis chaperonin (MmCpn) | Potency, µM (series often up to 76.9 µM), inactives show at the highest dose activity, negative = inhibition, hits mostly inhibitors | purified Mm-Cpn ATPase, ADP Transcreener TR-FRET | 0.031% of 330,000 active; further: potency means the concentration at half of the fitted maximal effect; on the % scale 0 is the no-effect control and ±100 the full control effect; nearly all actives have a fitted effect of over 80% in size
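Measured: ADP formation by purified Mm-CPN. Conditions: 25 nM protein, 10 uM ATP, Tris pH 7.4 with Mg2+, K+ and DTT, 37°C for 30 min. Detection: Transcreener HTRF after 30 min at room temperature.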
EPAC2 antag = antagonists of human EPAC2; Q8WZA2; EPAC2 GEF exchange of Rap1B-BODIPY-GDP, fluorescence; Potency, µM (titrated, usually from 114 µM), for the others: at the top dose activity, negative = inhibition, hits mostly inhibitors; 0.18% of 360,000 active; AID 720708; further: potency means the concentration at half of the fitted maximal effect; on the % scale 0 is the no-effect control and ±100 the full control effect; nearly all actives have a fitted effect of over 45% in size; many of its hits are not listed in these tables
The depositor's hits bear a star; i = inactive; ? = inconclusive; / = not tested or not shown; [ ] = remark or other dose. Unless noted, the call rests on the fitted dose curve; in most records, active means well fitted curve in the direction sought with a large enough effect; inconclusive means small, poorly fitted or top-dose-only effect, or another doubt; inactive means no such curve, though single readings can be large; an effect the other way counts as inactive or inconclusive. These rows are one share of the data; count on the stated rates, not on these rows.

SMILES	EPAC2 ag	Akt phos inh	A549 tox	Nrf2 activator	TGFb SMAD3 inh	CCT modulator	Nrf2 block	MmCpn inh	EPAC2 antag
O=C(COC(=O)/C=C/c1ccc(S(=O)(=O)N2CCOCC2)cc1)Nc1ccccc1F	-4%	i	-4%	-0.4%	-4%	-1.7	-4%	-3%	13%
COc1ccc(NS(=O)(=O)c2cc(-c3cnc(C4CC4)o3)ccc2C)cc1	10%	i	0%	3.6%	-24%	-11	-2%	0%	-11%
Cc1ccc(-c2csc3nc(C)n(N)c(=O)c23)o1	1%	i	-7%	6.8%	9%	0.6	?	-2%	6%
COC(=O)/C(=C/c1ccc(OC)cc1)NC(=O)c1ccco1	5%	i	12%	4.5%[9.22 µM]	-8%	1.3	9%	1%	4%
CC(=O)c1ccc(OCc2cc(C(=O)N3CCOCC3)no2)cc1	-3%	i	3%	0.1%	-4%	-8.3	?	2%	13%
O=C(Nc1cc(Sc2nc3ccccc3s2)cc([N+](=O)[O-])c1)c1ccccc1F	7%	i	-7%	3.1%	0%	1.5	?	-3%	-3%
CC(C)C(c1nnnn1C1CCCCC1)N1CCc2ccccc2C1 (stereo not drawn)	-7%	i	-5%	-0.2%	-10%	-0.4	2%	1%	-2%
CCOC(=O)[C@H]1[C@H]2COc3ccccc3[C@@H]2N2C(=O)CN(Cc3ccccc3)C(=O)[C@@]12C	2%	i	-2%	0.1%	-11%	0.7	9%	2%	5%
COc1cccc(C(c2sc3ncnn3c2O)N2CCN(C(=O)c3ccco3)CC2)c1 (stereo not drawn)	6%	i	1%	-0.9%	-14%	-2.2	-10%	0%	24%
CC(C)CCSc1nc2[nH]ncc2c(=O)[nH]1	0%	i	4%	0.3%	0%	-0.2	-23%	1%	-4%
COC(=O)C1CCN(Cc2cn(Cc3ccccc3)nc2-c2cc3ccccc3o2)CC1	9%	i	16%	4.8%	-3%	-2.4	23%	-1%	-9%
Cc1cccc(N(CC(=O)NCCc2ccccc2)C(=O)CCC(=O)Nc2ccccn2)c1C	9%	i	2%	1.8%	-15%	-2.8	-1%	-1%	?
O=C(O)CC(NC(=O)/C(=C/c1ccccc1)NC(=O)c1ccccc1)c1ccccc1 (stereo not drawn)	-3%	i	1%	-0.3%	-1%	1.4	15%	2%	-9%
O=C(O)c1cc(C(=O)C2CC2)c[nH]1	10%	i	1%	0.1%	-20%	0.7	3%	2%	9%
COC(=O)/C=C/c1ccc2c(c1)S(=O)(=O)N(Cc1ccc(OC)cc1)[C@H]2CC(=O)OC	-4%	i	-5%	18µM*	7%	-0.4	9%	/	2%
Cc1ccc([C@H]2C[C@@H](O)[C@H](n3cc(C4CC4)nn3)CN2CC2CCCCC2)cc1	9%	i	/	0.5%	0%	-1.0	/	/	-5%
CCC(=O)Nc1ccc(NC(=O)c2cc3ccccc3o2)c(OC)c1	-1%	i	18%	2.7%	8%	-6.5	?	1%	-12%
COc1ccc(Cl)cc1NC(=S)N1CCN(C(=O)c2ccco2)CC1	-4%	i	-6%	0.2%	-3%	-2.4	-16%	-4%	-3%
COC(=O)CSc1nc(NCc2ccccc2)nc(N(C)C)n1	1%	i	-4%	0.3%	20%	-5.3	3%	1%	2%
O=C(c1ccc([N+](=O)[O-])cc1)N1CCOC12CCN(c1ncc(C(F)(F)F)cc1Cl)CC2	0%	i	-2%	-2.0%	-1%	-0.1	6%	/	1%
CCCNC(=O)COC(=O)c1ccc(S(=O)(=O)N2CCCC2)cc1	1%	i	-2%	0.1%[9.22 µM]	2%	2.1	3%	3%	3%
COc1ccc(NS(=O)(=O)c2cccc(C(=O)NC3CCN(Cc4ccccc4)CC3)c2)cc1	-6%	i	-4%	0.1%	?	0.6	?	-1%	1%
O=C(NC1CCN(Cc2ccccc2)C1)c1cc(COc2ccc(F)cc2F)on1 (stereo not drawn)	3%	i	-2%	0.1%	-27%	0.7	5%	-6%	-3%
CCCCOc1ccccc1C(=O)NNC(=S)NC(=O)c1ccccc1[N+](=O)[O-]	0%	i	-12%	-0.1%	-4%	-1.4	?	-1%	-5%
COc1ccc(C)cc1S(=O)(=O)Nc1ccc(F)cc1	3%	i	-4%	-0.3%	-13%	-0.3	5%	2%[15.4 µM]	-7%
CCCc1c(O)nc(SCCN(CC)CC)[nH]c1=O	8%	i	0%	-0.7%	0%	-2.8	-8%	1%	2%
COc1cc(C(=S)N2CCOCC2)cc(OC)c1OC(=O)Cc1ccc(F)cc1	7%	i	-1%	0.0%	-1%	-0.3	25%	-3%	-3%
CC(NC(=O)COC(=O)c1ccc([N+](=O)[O-])o1)c1ccccc1 (stereo not drawn)	12%	i	-2%	16%	-3%	-0.2	-9%	-3%	0%
O=C(COC(=O)c1nc(Cl)ccc1Cl)NC(=O)c1ccccc1	4%	i	3%	-0.8%	-1%	-0.2	8%	-2%	5%
Cn1c(CCNC(=O)c2ccco2)nc2cc(NC(=O)c3ccccc3)ccc21	7%	i	0%	-0.4%	-2%	-0.8	22%	-5%	2%

Record cards (already shown).
`COC(=O)/C=C/c1ccc2c(c1)S(=O)(=O)N(Cc1ccc(OC)cc1)[C@H]2CC(=O)OC` across the screens: EPAC2 ag: -4%; Akt phos inh: i; A549 tox: -5%; Nrf2 activator: 18µM*; TGFb SMAD3 inh: 7%; CCT modulator: -0.4; Nrf2 block: 9%; MmCpn inh: /; EPAC2 antag: 2%
`Cc1ccc([C@H]2C[C@@H](O)[C@H](n3cc(C4CC4)nn3)CN2CC2CCCCC2)cc1` across the screens: EPAC2 ag: 9%; Akt phos inh: i; A549 tox: /; Nrf2 activator: 0.5%; TGFb SMAD3 inh: 0%; CCT modulator: -1.0; Nrf2 block: /; MmCpn inh: /; EPAC2 antag: -5%

Next structures
SMILES	EPAC2 ag	Akt phos inh	A549 tox	Nrf2 activator	TGFb SMAD3 inh	CCT modulator	Nrf2 block	MmCpn inh	EPAC2 antag
CCO[C@@H]1OC(C(=O)N2CCN(Cc3ccc4c(c3)OCO4)CC2)=C[C@H](c2coc3ccccc3c2=O)[C@H]1CCCO	5%	i	-4%	3.8%	-18%	1.2	-9%	/	5%
CCn1nnc(NC(=O)c2ccc(Br)o2)n1	2%	i	-1%	5.0%	-9%	1.1	11%	-2%	6%
CCCCOc1ccc(C(=O)NCC(=O)N2CCN(Cc3ccc4c(c3)OCO4)CC2)cc1	6%	i	0%	4.2%	16%	-4.2	?	2%	-3%
COc1ccc(CCNS(=O)(=O)c2ccc3c(c2)NC(=O)CS3)cc1OC	0%	i	-8%	0.3%	3%	-0.3	10%	-2%	8%
COc1cccc(CN2CCC(n3nccc3NC(=O)CCCc3ccccc3)CC2)c1O	1%	i	1%	3.4%	?	1.2	18%	0%	-10%
Cn1c(=O)c2c(nc(N3CCOCC3)n2Cc2ccccc2F)n(C)c1=O	/	/	-16%	-0.7%	19%	/	-11%	/	/
CCc1nnc(NC(=O)CSc2nc(N)c(NC(=O)c3ccc(OC)cc3)c(=O)[nH]2)s1	-7%	i	0%	-0.6%	5%	-0.4	1%	1%	11%
O=C(CN1CCOCC1)N1N=C(c2cccs2)CC1c1cccs1 (stereo not drawn)	8%	i	2%	2.7%	1%	-2.7	-2%	1%	5%
CN(Cc1ccccc1Cl)C(=O)c1cnccc1C(F)(F)F	10%	i	-7%	-0.1%	24%	-1.5	-1%	1%	-3%
COc1ccc(-c2noc(CN3CCC(Cc4ccccc4)CC3)n2)cc1	21%	i	-2%	0.3%	-20%	-1.8	1%	1%	-1%
Cc1cccc(NC(=O)COC(=O)Cc2c[nH]c3ccccc23)c1C	10%	i	10%	0.4%	-15%	0.0	10%	?	-2%
O=C(CN1CCOCC1)Nc1nc2ccc(F)cc2s1	6%	i	11%	4.2%	12%	-2.1	?	-1%	-3%
CC(=O)Nc1ccccc1Oc1ccccc1	7%	i	3%	-0.7%	-1%	-13	6%	2%	7%
O=c1c2c(-c3ccc([N+](=O)[O-])cc3)csc2nc2n1CCC2	-2%	i	-12%	0.4%	-3%	-1.1	-15%	1%	2%[57.1 µM]
CC(C)c1ccc(NC(=O)Cc2cn(C)c3ccccc23)cc1	-1%	i	6%	4.7%	-24%	1.4	5%	0%	-25%
COC(=O)c1c(C)oc(C)c1S(=O)(=O)NC(C)(C)C	8%	i	3%	0.2%	25%	-2.7	1%	0%	2%
COc1ccc(CNC(=O)CN(C(=O)CCC(=O)Nc2ccccn2)c2cccc(C)c2C)cc1	9%	i	7%	-0.4%	5%	-0.2	0%	2%	2%
Cc1ccc(N=Cc2ccc[nH]2)c(O)c1	9%	i	-30%	9.6%	-19%	-0.2	19%	1%	12%
OCCCc1ccc(O)c(O)c1	6%	i	3%	0.3%	15%	-0.3	-1%	/	10%
O=C(c1ccc2snnc2c1)N1CCCC1	12%	i	-7%	0.3%	2%	0.7	7%	1%	11%
CC(C)Cn1c(CNC(=O)c2ccccc2)nc2ccccc21	0%	i	8%	3.2%	-21%	1.2	?	-1%	13%
COc1ccccc1NC(=O)C1=C(C)Nc2nc(-c3ccccc3)nn2C1c1ccccn1 (stereo not drawn)	10%	i	17%	-0.5%	0%	-0.1	-25%	3%	-2%
CCSc1nnc([C@H](C)NC(=O)OC(C)(C)C)o1	7%	i	-4%	-0.4%	21%	-5.5	-6%	-1%	0%
O=C(CN1C(=O)CCS(=O)(=O)c2ccccc21)Nc1ccc(Cl)cc1	11%	i	2%	0.3%	5%	-3.8	11%	1%	12%
COc1ccc(OC)c(C2C(C(=O)N3CCCCC3)=C(C)Nc3nc4ccccc4n32)c1 (stereo not drawn)	/	/	-7%	-0.5%	-11%	/	-19%	/	/
CCC1NC(=S)N(C2CCCCC2)C1=O (stereo not drawn)	9%	i	27%	-0.3%	-1%	1.3	22%	0%	6%
CCCn1nnc(NC(=O)/C=C/c2ccc(C(C)C)cc2)n1	-1%	i	5%	2.3%	3%	0.0	?	1%	-4%

Screens (PubChem)
